Bioassay records (PubChem)
Pol beta inh = DNA polymerase beta (human) inhibition; P06746; Pol beta primer extension/strand displacement, fluorescence kinetic; Potency, µM (doses to about 114 µM), inactives show at the highest dose activity change, negative = inhibition, most hits filed as inhibitors; 1.3% of 340,000 active; AID 485314; also: potency is read from the fitted curve at half-maximal effect; % is scaled to controls: 0 for no effect and ±100 for the full control effect
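Kinetic readout of DNA synthesis with strand displacement by Pol beta. Compound and 10 nM enzyme sit 15 min at room temperature; 50 nM substrate starts the reaction, read immediately and at 10 min.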
RXFP1 antag = antagonists of human relaxin receptor RXFP1; activity change, negative = inhibition, % at 57.5 µM; HEK293-RXFP1, relaxin-stimulated cAMP HTRF, 30 min; stronger effect = lower value; 0.59% of 350,000 active;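 active = activity change of -60% or lower, but not beyond a set lower limit; inconclusive = change between -60% and -40%, or beyond the set limit; inactive = change above -40%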; also: % is scaled to controls: 0 for no effect and ±100 for the full control effect
APE1 inh = APE1 (human) endonuclease inhibition. P27695. recombinant APE1, TAMRA/BHQ-2 abasic DNA cleavage fluorescence. Potency, µM (highest dose often 65.8 µM), for the others: at the top dose activity change, negative = inhibition, most hits filed as inhibitors. 0.35% of 350,000 active;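 also: potency is read from the fitted curve at half-maximal effect; plate controls were vehicle for no effect and reference inhibitor for full effect; nearly all actives have a fitted effect of over 55% in size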
Target sequence (P27695 whole entry, looked up): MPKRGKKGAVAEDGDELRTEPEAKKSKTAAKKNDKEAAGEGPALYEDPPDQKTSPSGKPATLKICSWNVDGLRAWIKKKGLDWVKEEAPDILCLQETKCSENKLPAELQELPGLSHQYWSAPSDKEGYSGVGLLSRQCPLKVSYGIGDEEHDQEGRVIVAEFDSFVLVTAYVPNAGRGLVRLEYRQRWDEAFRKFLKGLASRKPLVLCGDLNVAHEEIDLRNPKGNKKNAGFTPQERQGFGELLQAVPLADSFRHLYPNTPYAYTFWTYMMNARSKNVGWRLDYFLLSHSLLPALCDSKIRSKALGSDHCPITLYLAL
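APE1 at 0.75 nM final was preincubated with compound 15 min at room temperature, then 50 nM double-stranded THF abasic-site substrate (5'-TAMRA/3'-BHQ-2) was added. Fluorescence (ex 525/em 598 nm) was read kinetically; third-minus-first read gave activity.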
Anesthetic bind = binds horse apoferritin like a general anesthetic. P02791. apoferritin/1-aminoanthracene competitive binding, fluorescence. Potency, µM (doses to about 77.5 µM), inactives show at the highest dose activity change, negative = displacement, most hits filed as inhibitors. 0.074% of 350,000 active. AID 485281; also: potency is read from the fitted curve at half-maximal effect; % is scaled to controls: 0 for no effect and ±100 for the full control effect; nearly all actives have a fitted effect of over 20% in size
Target sequence (P02791 2-175 limits assumed): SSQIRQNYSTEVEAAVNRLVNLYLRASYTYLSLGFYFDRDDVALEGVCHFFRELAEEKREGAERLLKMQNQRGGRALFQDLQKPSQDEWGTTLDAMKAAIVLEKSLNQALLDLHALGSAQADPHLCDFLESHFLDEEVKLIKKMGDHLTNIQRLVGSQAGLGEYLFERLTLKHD
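Concentration-response curves derived by four-parameter Hill fitting of normalized fluorescence, where compounds displaced 1-AMA from 10 uM horse apoferritin following a brief 10 min room-temperature incubation; propofol titration acted as positive control.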
BLM inh = blocks DNA unwinding by human BLM helicase. P54132. recombinant BLM DNA unwinding, fluorescence dequenching. Potency, µM (top dose mostly 56.1 µM), without a hit: top-dose activity change, negative = inhibition, most hits filed as inhibitors. 0.2% of 350,000 active;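 also: potency is read from the fitted curve at half-maximal effect; plate controls were vehicle for no effect and no enzyme for full effect; nearly all actives have a fitted effect of over 35% in size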
PGK inhibitor = blocks T. brucei phosphoglycerate kinase | P07378 | PGK/GAPDH coupled, Kinase-Glo luminescence, 60 min | Potency, µM (highest dose often 57.5 µM), without a hit: at the highest dose activity change, negative = inhibition, actives largely listed as inhibitors | 0.043% of 380,000 active; also: potency is read from the fitted curve at half-maximal effect; % is scaled to controls: 0 for no effect and ±100 for the full control effect; nearly all actives have a fitted effect of over 60% in size
Target sequence (P07378 whole entry, looked up): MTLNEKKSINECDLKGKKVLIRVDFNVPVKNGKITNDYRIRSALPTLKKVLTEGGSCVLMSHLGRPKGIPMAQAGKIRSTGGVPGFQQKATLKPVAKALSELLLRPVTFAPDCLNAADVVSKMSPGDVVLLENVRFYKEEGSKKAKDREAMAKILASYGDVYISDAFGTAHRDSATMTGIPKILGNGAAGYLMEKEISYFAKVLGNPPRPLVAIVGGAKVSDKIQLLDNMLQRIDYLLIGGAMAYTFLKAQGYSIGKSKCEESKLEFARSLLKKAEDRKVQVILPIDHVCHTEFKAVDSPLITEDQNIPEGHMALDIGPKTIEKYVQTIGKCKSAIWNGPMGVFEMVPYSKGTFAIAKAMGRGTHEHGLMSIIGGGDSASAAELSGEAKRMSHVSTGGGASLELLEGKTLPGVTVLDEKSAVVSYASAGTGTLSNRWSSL
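Recombinant glycosomal PGK reaction used 1,3-bisphosphoglycerate generated in-well by GAPDH (100nM final) in 100mM TEA pH 7.6, 5mM MgCl2, 0.01% Tween-20. After 60 minutes at room temperature, ATP was read by Kinase-Glo Plus luminescence end-point.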
POLI inh = blocks human DNA polymerase iota activity; Potency, µM (highest dose often 115 µM), for the others: top-dose activity, negative = inhibition, hits mostly inhibitors; Q9UNA4; AID 588590; 1% of 390,000 active; Pol iota fluorescent replication assay, 10 min; also: potency is read from the fitted curve at half-maximal effect
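Fluorescent replication assay read twice, at 0 min and 10 min after adding 50 nM (final) substrate. Enzyme (10 nM) and compounds were first incubated 15 min at room temperature; enzyme-free buffer wells were negative controls.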
POLK inh = DNA polymerase kappa (human) inhibition | Q9UBT6 | purified Pol kappa, fluorescent DNA synthesis assay, 10 min | Potency, µM (highest dose often 107 µM), without a hit: at the highest dose activity, negative = inhibition, actives largely listed as inhibitors | 0.53% of 400,000 active | AID 588579; also: potency is read from the fitted curve at half-maximal effect; % is scaled to controls: 0 for no effect and ±100 for the full control effect
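Here, compound and 10 nM enzyme are combined for 15 min at room temperature; adding 50 nM substrate (final) starts DNA synthesis, tracked by fluorescence at 0 and 10 min against buffer-only wells.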
POLH inh = blocks human DNA polymerase eta activity; recombinant Pol eta, fluorescent DNA replication assay; Q9Y253; Potency, µM (highest dose often 114 µM), for inactives: at the top dose activity change, negative = inhibition, usual class: inhibitors; 1.2% of 390,000 active; also: potency is read from the fitted curve at half-maximal effect; % is scaled to controls: 0 for no effect and ±100 for the full control effect
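Pol eta (10 nM) was preincubated with compounds for 15 min at room temperature, after which fluorescent replication substrate (50 nM final) was added to start the reaction. Fluorescence was read kinetically at 0 and 10 min.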
Starred values were filed as active, the others as inactive; i = inactive; ? = inconclusive; / = no result given; [ ] = remark or other dose. Unless noted, calls follow the shape of the dose curve; as a rule, active = well fitted curve in the direction sought with a large enough effect; inconclusive = small, poorly fitted or top-dose-only effect, or another doubt; inactive = no such curve, though single readings can be large; an effect the other way counts as inactive or inconclusive.

no.	smiles	Pol beta inh	RXFP1 antag	APE1 inh	Anesthetic bind	BLM inh	PGK inhibitor	POLI inh	POLK inh	POLH inh
1	CC(=O)Nc1ccc(NC(=O)CC2Sc3ccccc3NC2=O)cc1 (stereo not given)	8%	-6	/	-2%	-1%	7%	-2%	8%	-3%
2	COc1cc(C)ccc1OCCOCCOc1ccc([N+](=O)[O-])cc1	13%	-9	25%	-1%	4%	-6%	15%	0%	-9%
3	CCOc1ccc(OCC)c(NS(=O)(=O)c2cc(Br)cc3c2N(C(C)=O)C(C)C3)c1 (stereo not given)	-14%	/	/	-7%	-6%	i	-19%	-23%	-8%
4	Cc1sc2nc(C)n(/N=C/c3ccc(O)cc3O)c(=O)c2c1C	20%	-3	-5%	-11%	-3%	7%	6%	-10%	-7%
5	O=C(Nc1nccc(-c2cccs2)n1)c1cccs1	17%	6	-1%	-14%	3%	-2%	15%	-11%	-10%
6	CCn1cc(S(=O)(=O)c2cccc(Cl)c2)c(=O)c2cc(F)c(N3CCN(C)CC3)cc21	1%	2	/	-10%	-8%	i	23%	-2%	-5%
7	O=C(CCN1C(=O)COc2ccccc21)NCCCN1CCN(c2ccccc2F)CC1	10%	3	1%	2%	-5%	-10%	-6%	-1%[60.1 µM]	11%
8	CC1CC(=O)c2ccccc2C1C (stereo not given)	/	?	/	/	/	-2%	18%	-10%	1%
9	CCN(CC)c1ccc(NS(=O)(=O)c2ccc(-c3ccc(=O)[nH]n3)o2)c(C)c1	11%	-20	-14%	-18%	-5%	-4%	-7%	-3%	-1%
10	Clc1ccc(OCc2nnc(-c3ccccc3Br)o2)cc1	0%	-5	-7%	?	-15%	-5%	3%	-7%	-5%
11	O=C(CCC(=O)Nc1ccc(F)cc1)N/N=C/c1ccc(Br)cc1	46%	-6	7%	1%	-1%	-5%	-1%	-2%	-17%
12	O=C(O)CCc1ccc(-c2ccc(Br)cc2)n1Cc1ccco1	?	11	-7%	-9%	-15%	-5%	50µM*	-38%	56µM*
13	C=CCNC(=O)/C(=C/c1ccc(Br)cc1)NC(=O)c1ccccc1OC	-18%	16	7%	2%	-2%	4%	48%[activator]	-19%	7%
14	N/C(=N\OC(=O)N1CCOCC1)c1ccc(Cl)cc1	-3%	5	14%	7%	-15%	-5%	17%	-12%	-21%
15	CCOc1ccc(NS(=O)(=O)c2ccc(NC(=S)NC(C)=O)cc2)cc1	4%	-70*	3%	-15%	9%	-1%	28%	-5%	-3%
16	O=C(/C=C/c1cccc([N+](=O)[O-])c1)NCC1CCCO1 (stereo not given)	-12%	3	6%	-6%	2%	i	46%[activator]	-10%	7%
17	Cc1ccc2cccc(Oc3nnnn3-c3ccccc3)c2n1	14%	-1	-4%	?	-4%	-1%	-7%	2%	-12%
18	O=C(Cn1cc(C(=O)C2CC2)c2ccccc21)Nc1ccc(Br)cc1	-24%	7	/	10%	-5%	-8%	2%	-12%	4%
19	C[C@H](CO)N1C[C@H](C)[C@@H](CN(C)Cc2ccc(-c3ccccc3)cc2)Oc2c(NS(=O)(=O)c3ccc(F)cc3)cccc2C1=O	/	/	-11%	/	/	-4%	33%	-26%	?
20	C/C(=C(\C#N)C(=O)NCCN1CCOCC1)N(C)C	1%	9	0%	-4%	-1%	-3%	-6%	-15%[60.1 µM]	-2%
21	O=C(NCc1ccccc1)c1ccc2nc(N3CCOCC3)sc2c1	28%	-18	0%	-8%	-3%	-3%	24%	-3%	-2%
22	Cc1c(C(=O)Nc2ccccc2)oc2c1C(=O)CC(C)(C)C2	-19%	20	?	-8%	-12%	15%	13%	-2%	7%
23	Cc1ncc([N+](=O)[O-])n1CC(=O)NC1CCCCC1	-8%	/	3%	-5%	-2%	4%	17%	2%	-6%
24	CC(C)C[C@@H](CN1CCCC1CN1C(=S)NC[C@@H]1Cc1ccc(O)cc1)N1C[C@H](Cc2ccc(O)cc2)N(CCc2ccccc2)C1=S (stereo not given in full)	/	/	/	/	/	i	-22%	0%	-14%
25	Cc1ccc(S(=O)(=O)N(C(=O)c2ccncc2)c2ccc3oc4c(c3c2)CCCC4)cc1[N+](=O)[O-]	10%	-9	-2%	3%	-7%	1%	21%	-7%	-19%
26	COc1ccc(NC(=O)CCN2C(=O)NC3(CCCC3)C2=O)cc1Cl	/	3	19%	/	/	9%	8%	0%	5%
27	O=S(=O)(c1ccc(F)cc1)c1nc(-c2ccccc2)oc1N1CCOCC1	-3%	-8	26%	2%	-8%	i	4%	-11%	-17%
28	CC(=O)NC(C(=O)OCC(=O)N(c1ccccc1)c1ccccc1)C(C)C (stereo not given)	8%	-8	-5%	2%	-5%	-10%	50%[activator]	0%	-24%
29	Cc1cc(C)c2c(n1)sc1c(=O)n(CC(=O)c3ccccc3)cnc12	0%	-3	-1%	-2%	-1%	i	-14%[58.9 µM]	6%	-14%
30	CCOC(=O)c1[nH]c(C(=O)O)c(CCC(=O)OC)c1C	-13%	2	17%	-5%	-3%	1%	-4%	-6%	-10%
31	CCOc1ccccc1N1CCN(C(=O)c2cccs2)CC1	-7%	10	37%	-9%	-11%	4%	45%[activator]	-1%	-21%
32	O=C(CCn1c(=O)c2ccccc2n(Cc2cccc(F)c2)c1=O)NCc1ccc2c(c1)OCO2	-4%	/	/	-1%	-4%	-1%	21%	13%	-12%
33	Cc1cc(C(=O)Nc2cccc3c2O[C@@H](CN(C)S(C)(=O)=O)[C@H](C)CN([C@@H](C)CO)C3=O)n(C)n1	/	/	11%	/	/	-4%	-5%	-8%	-7%
34	COc1ccccc1NC(=O)Nc1ccc(S(=O)(=O)Nc2onc(C)c2C)cc1	/	1	6%	/	/	-12%	2%	-13%	-17%
35	CCCc1nnc(NC(=O)c2cccs2)s1	22%	1	0%	-4%	-1%	-3%	4%	-15%	9%
36	Nc1ccc(C(=O)O)cc1S(=O)(=O)O	-2%	3	5%	2%	2%	i	-25%	3%	-15%
37	COC(=O)c1ccccc1NC(=O)c1cn(-c2ccc(C)c(C)c2)c(=O)c2ccccc12	23%	22	1%	-13%	-8%	-11%	6%	-20%	-20%
38	COc1cc(NC(=O)c2cccs2)c(OC)cc1NC(=O)c1ccco1	1%	-1	6%	168%[activator]	-8%	-4%	19%	-23%	9%
39	O=C(Nc1ccccc1)Nc1nnc(-c2cccs2)s1	16%	/	-12%	-6%	-2%	4%	-27%	1%	-22%
40	CCOC(=O)N1CCN(C(=O)c2ccc(C#CC3(O)CCCCC3)cc2)CC1	11%	-10	0%	-16%	0%	-4%	6%	2%	5%

Compound profiles (already shown). Order of values: Pol beta inh | RXFP1 antag | APE1 inh | Anesthetic bind | BLM inh | PGK inhibitor | POLI inh | POLK inh | POLH inh
COc1ccccc1NC(=O)Nc1ccc(S(=O)(=O)Nc2onc(C)c2C)cc1 across the screens: / | 1 | 6% | / | / | -12% | 2% | -13% | -17%
Cc1cc(C(=O)Nc2cccc3c2O[C@@H](CN(C)S(C)(=O)=O)[C@H](C)CN([C@@H](C)CO)C3=O)n(C)n1 across the screens: / | / | 11% | / | / | -4% | -5% | -8% | -7%

Additional entries.
no.	smiles	Pol beta inh	RXFP1 antag	APE1 inh	Anesthetic bind	BLM inh	PGK inhibitor	POLI inh	POLK inh	POLH inh
41	Cc1cccc(C(C)C)c1NC(=O)CN(C)Cc1cccc(F)c1	5%	6	0%	2%	0%	-1%	0%	-16%	-3%
42	CC(OC(=O)CCC(=O)c1ccccc1)C(=O)Nc1ccc(F)cc1 (stereo not given)	/	-6	14%	/	/	-6%	-5%	-3%	-24%
43	CC(=O)Nc1ccccc1C(=O)C(=O)Nc1cccc(C(=O)NC2CC2)c1	3%	11	3%	-1%	0%	-2%	18%	-1%	-9%
44	COc1ccc(C=O)cc1COc1ccc2c(c1)OCO2	/	-15	-11%	/	/	-11%	20%	-5%	-13%
45	O=C(COC(=O)c1ccc(CNS(=O)(=O)c2ccc(F)c(Cl)c2)cc1)NC1CCCCCCC1	-27%	10	-1%	-21%	1%	-8%	-14%	-3%	-19%
46	Cc1cc(NC(=O)CSc2ccc3nnc(-c4cccnc4)n3n2)no1	-14%	/	5%	0%	-6%	i	33%[activator]	4%	-5%
47	CCCCSc1nc(O)c(Cc2ccccc2)c(=O)[nH]1	2%	-24	15%	-5%	1%	4%	11%	-3%	-11%
48	Cc1ccc(C2=Nc3ccccc3N(C(=O)c3ccccc3)C(C)C2)cc1 (stereo not given)	4%	5	-9%	1%	-3%	-5%	1%	-15%	-9%
49	O=C(Nc1ncc(Br)s1)C(Cc1ccccc1)n1cccc1 (stereo not given)	6%	-37	9%	-22%	-21%	-4%	4%	-21%	-3%
50	COc1ccc(NC(=O)CN(C)C(=O)c2cccc(-n3cccc3)c2)cc1	/	5	2.4µM*	/	/	?	13µM*	45µM*	11µM*
51	CC(=O)Nc1ccc(OCC(O)CNC(C)C)cc1 (stereo not given)	/	-8	-3%	3%	1%	-1%	44%[activator]	2%	0%
52	Cc1c(NS(C)(=O)=O)cccc1-c1nc2cccnc2s1	41%	-8	3%	-3%	0%	i	25%	-4%	-2%
53	CCCNC(=O)Nc1cccc(C(=O)OC)c1	1%	7	-1%	-2%	-3%	-3%	-6%	-3%	-3%
54	CCc1ccc(OCCn2c(C3CC(=O)N(Cc4ccc(F)cc4)C3)nc3ccccc32)cc1 (stereo not given)	9%	/	/	-17%	-5%	-4%	34%	4%	-25%
55	CCn1c(SCC(=O)c2ccc(Cl)cc2)nnc1-c1cccs1	9%	-7	15%	?	-2%	2%	-12%	-5%	0%
56	COc1ccc(C(C)=O)cc1COC(=O)CNC(=O)c1ccccc1F	14%	-9	4%	-18%	4%	i	29%	0%	-9%
57	O=P(OC1CCS(=O)(=O)C1)(c1ccccc1)c1ccccc1 (stereo not given)	4%	-1	-2%	-6%	0%	2%	8%	4%	-5%
58	COc1ccc(NC(=O)c2ccc(-c3nn(C)c(=O)c4ccccc34)cc2)cc1	28%	-12	31%[activator]	-9%	-2%	1%	139%[activator]	-11%	-7%

An excerpt; rates above refer to the full screens.
